Source: PubChem (National Center for Advancing Translational Sciences (NCATS))
S2 tox: reduces viability in counter-screen for ATXN expression inhibitors; S2 cells (HEK-293 line with an ATXN2-luciferase reporter) viability, CellTiter-Fluor protease fluorescence, 24 h; Potency, µM (titrated, usually from 56.7 µM), hits mostly cytotoxic; 0.49% of 400,000 active; AID 651635; also: nearly all actives have a fitted effect of over 40% in size
HepG2 viability: counter-screen for TGF-b inhibitors: cytotoxicity in HepG2 cells | HepG2 CAGA-GFP viability, ATP luminescence, 18 h | Potency, µM (titrated, usually from 46.1 µM), without a hit: at the highest dose activity change, negative = cytotoxicity, usual class: cytotoxic | 0.76% of 410,000 active; also: some results filed as inactive show a strong effect at the top dose
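CellTiter-Glo luminescence gave cytotoxicity after 18 hours at 37 degrees C. The cells were HepG2 CAGA-GFP in 1% FBS DMEM, stimulated with 500 pg/mL TGF-beta after compound addition. %Activity was normalised to no-cell wells (complete cell-killing) and DMSO (no toxicity), and curves were fitted and classified.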
Nrf2 inh: blocks Nrf2 signaling; AID 504444; 2.1% of 360,000 active; Potency, µM (series often up to 46 µM), for inactives: at the top dose activity change, negative = inhibition, most hits filed as inhibitors; A549 ARE-Fluc reporter, luciferase luminescence, 18-24 h; also: % is scaled to controls: 0 for no effect and ±100 for the full control effect; nearly all actives have a fitted effect of over 60% in size
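Nrf2 activity is the BugLite luminescence, read 15 min after reagent at room temperature, following CellTiter-Fluor cytotoxicity readout (30 min, 37C). Compound titrations were applied for 18-24 h to 5000 A549 ARE_Fluc cells/well in 5% FBS OPTI-MEM.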
TGFb inhibitor: inhibitors of TGF-b signaling. Potency, µM (doses to about 46.1 µM), for inactives: at the highest dose activity, negative = inhibition, most hits filed as inhibitors. 1.2% of 410,000 active. HepG2 CAGA-GFP TGF-b/SMAD3 reporter, GFP fluorescence, 18 h; TGF-beta stimulated, 500 pg/mL final; also: % is scaled to controls: 0 for no effect and ±100 for the full control effect; nearly all actives have a fitted effect of over 65% in size
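TGF-beta reporter screen: HEPG2 CAGA-GFP, 1% FBS, 500 pg/mL TGF-beta final, 18 h; per-cell GFP summed per well; curves fitted and categorized by class.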
MCF10A rerep: DNA re-replication induction in MCF 10a cells. MCF 10A DNA re-replication, Hoechst nuclear intensity, 48 h. Potency, µM (titrated, usually from 46.1 µM), without a hit: at the top dose activity, positive = re-replication, actives largely listed as activators. AID 624296. 2.9% of 350,000 active; also: % of control where 0% means no effect; nearly all actives have a fitted effect of over 50% in size
A549 tox: A549 cytotoxicity, counter-screen for Nrf2 inhibitors. 0.16% of 390,000 active. A549 ARE-Fluc cells, CellTiter-Fluor viability, 18-24 h. Potency, µM (titrated, usually from 46 µM), for inactives: top-dose activity change, negative = cytotoxicity, most hits filed as inhibitors; also: % is scaled to controls: 0 for no effect and ±100 for the full control effect
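A549 ARE-Fluc cells in 5% FBS OPTI-MEM, 5000 cells/well, rested 2 h then exposed to compounds in concentration-response for 18-24 h at 37 °C. Viability by CellTiter-Fluor fluorescence (Ex 405/Em 525) after 30 min; luciferase luminescence (BugLite, 15 min, RT) read afterwards.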
ATXN2 expr inh: reduces ATXN2 reporter expression in HEK-293 cells; HEK-293 ATXN2-luciferase reporter, luminescence, 24 h; Potency, µM (series often up to 57 µM), for inactives: top-dose activity change, negative = inhibition, hits mostly inhibitors; 0.72% of 360,000 active; AID 1745845; also: % is scaled to controls: 0 for no effect and ±100 for the full control effect; nearly all actives have a fitted effect of over 55% in size
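qHTS (up to 57 uM final) was run with 24 h compound exposure of reporter cells at 37 °C. Each well was multiplexed: SteadyGlo luminescence measured ATXN2-luciferase expression after a fluorogenic Gly-Phe-AFC viability readout (25 uM final).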
Nrf2 ARE act: activators of Nrf2 (ARE) signaling | AID 624171 | Potency, µM (top dose mostly 46.1 µM), for inactives: at the top dose activation, usual class: activators | AREc32 ARE-luciferase reporter (MCF7-derived line), luminescence, 24 h | 0.31% of 410,000 active; also: % of control where 0% means no effect; nearly all actives have a fitted effect of over 65% in size
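AREc32_Fluc, 1000 cells/well, OPTI-MEM + 5% FBS, o/n 37 deg C 5% CO2; 23 nL cpd by pin tool, 24 hr; Steady-Glo 30 min RT, luminescence.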
EPAC2 antagonist: antagonists of human EPAC2. Q8WZA2. EPAC2 GEF exchange of Rap1B-BODIPY-GDP, fluorescence. 0.18% of 360,000 active. Potency, µM (series often up to 114 µM), for the others: top-dose activity, negative = inhibition, most hits filed as inhibitors. AID 720708; also: % is scaled to controls: 0 for no effect and ±100 for the full control effect; nearly all actives have a fitted effect of over 45% in size; many of its hits are not listed in these tables
Target sequence (Q8WZA2 whole entry, looked up): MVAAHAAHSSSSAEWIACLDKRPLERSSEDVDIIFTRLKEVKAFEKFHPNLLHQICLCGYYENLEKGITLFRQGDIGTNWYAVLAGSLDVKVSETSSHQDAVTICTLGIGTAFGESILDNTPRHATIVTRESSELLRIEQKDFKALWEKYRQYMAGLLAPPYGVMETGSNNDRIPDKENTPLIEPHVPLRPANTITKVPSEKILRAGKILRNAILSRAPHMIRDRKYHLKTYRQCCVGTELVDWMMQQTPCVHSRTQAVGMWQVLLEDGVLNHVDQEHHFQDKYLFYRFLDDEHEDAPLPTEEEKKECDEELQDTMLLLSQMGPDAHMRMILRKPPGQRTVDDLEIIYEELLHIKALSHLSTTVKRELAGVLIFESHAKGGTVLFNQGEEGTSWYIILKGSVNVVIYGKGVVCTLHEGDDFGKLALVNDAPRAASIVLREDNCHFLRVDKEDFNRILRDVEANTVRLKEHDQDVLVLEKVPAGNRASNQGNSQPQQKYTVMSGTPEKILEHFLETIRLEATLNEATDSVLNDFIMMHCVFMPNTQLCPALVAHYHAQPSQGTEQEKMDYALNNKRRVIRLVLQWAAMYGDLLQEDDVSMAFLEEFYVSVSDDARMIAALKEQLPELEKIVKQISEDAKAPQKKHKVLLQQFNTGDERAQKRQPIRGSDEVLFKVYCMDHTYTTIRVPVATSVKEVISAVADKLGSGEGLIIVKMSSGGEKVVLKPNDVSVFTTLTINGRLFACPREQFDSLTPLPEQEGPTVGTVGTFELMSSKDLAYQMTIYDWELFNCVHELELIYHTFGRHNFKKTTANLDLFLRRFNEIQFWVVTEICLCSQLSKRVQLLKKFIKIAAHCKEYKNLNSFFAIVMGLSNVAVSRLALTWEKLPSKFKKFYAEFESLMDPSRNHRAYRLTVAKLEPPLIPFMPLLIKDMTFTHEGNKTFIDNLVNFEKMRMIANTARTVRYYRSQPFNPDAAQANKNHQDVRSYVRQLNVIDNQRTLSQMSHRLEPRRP
An asterisk follows results filed as active; i = inactive; ? = inconclusive; . = no result given; [ ] = remark or other dose. Calls follow the shape of the dose curve; as a rule, active = well fitted curve in the direction sought with a large enough effect; inconclusive = small, poorly fitted or top-dose-only effect, or another doubt; inactive = no such curve, though single readings can be large; an effect the other way counts as inactive or inconclusive. Potency is read from the fitted curve at half-maximal effect.

Second line of a record: S2 tox | HepG2 viability | Nrf2 inh | TGFb inhibitor | MCF10A rerep | A549 tox | ATXN2 expr inh | Nrf2 ARE act | EPAC2 antagonist
1) CC(C)(C)OC(=O)C(Cc1ccc(OC(C)(C)C)cc1)NC(=O)CNC(=O)OCc1ccccc1 (configuration not stated)
→ i | -4% | ? | ? | ? | -12% | -19% | 0.9% | -26%
2) CC(C(=O)NC1C=CS(=O)(=O)C1)N1C(=O)/C(=C\c2ccccc2)SC1=S (configuration not stated)
→ i | -40% | -4% | -13% | 1% | 0% | . | ? | 6%
3) CCOC(=O)CCNC(=O)N1CCCC(CNS(=O)(=O)c2cccs2)C1 (configuration not stated)
→ i | -3% | 11% | 10% | 6% | 1% | . | -1.6% | -4%
4) Cc1c(C(=O)Nc2ccccc2Br)oc2ccc(S(=O)(=O)N3CCCCCC3)cc12
→ i | -2% | . | -3% | . | 7% | 0% | 0.4% | .
5) COc1cc(/C=C(\NC(=O)c2ccccc2)C(=O)Nc2nccs2)ccc1OC(C)=O
→ i | 4% | 9% | 1% | -2% | 0% | 6% | 2.9% | 4%
6) O=C(Nc1ccccc1-c1nnn(CC(=O)N2CCCc3ccccc32)n1)c1ccc(Cl)cc1
→ i | -2% | -6% | -33% | 10% | -8% | -3% | -0.7% | 19%
7) COc1ccc(CN(Cc2cc3ccc(C)cc3[nH]c2=O)Cc2nnnn2C2CCCC2)cc1
→ ? | -4% | ? | -14% | 16% | ? | -11% | 3.2% | -4%
8) Cc1c(Cl)cccc1NS(=O)(=O)c1c(C(=O)N2CCOCC2)c(C)n(C)c1C
→ i | 0% | -2% | 1% | 5% | -2% | 4% | 0.0% | 1%
9) Cc1cccc(N2CCN(S(=O)(=O)c3cc(C(=O)Nc4ccccc4Cl)ccc3F)CC2)c1C
→ . | -2% | . | 0% | . | -1% | . | -0.3% | .
10) COc1ccc(C(=O)N2CC(=O)Nc3ccc(C)cc3C2c2ccc(F)cc2)c(OC)c1 (configuration not stated)
→ i | -8% | 9%[9.27 µM] | 2% | . | -12% | 2% | 3.8% | .
11) O=c1c2oc3ccccc3c2n(Cc2cccc(F)c2)c(=O)n1Cc1ccc2c(c1)OCO2
→ . | -22% | 16% | 4% | . | 12% | . | -0.1% | .
12) COc1ccc(C(CC(=O)O)NC(=O)c2cc3ccccc3oc2=O)cc1OC (configuration not stated)
→ i | 4% | 2% | 28% | . | -8% | 11% | 0.3% | .
13) COc1ccc(N2C(=O)C(CC(=O)O)S/C2=C\C(C)=O)cc1 (configuration not stated)
→ i | 11% | 8% | 2% | ? | -1% | 2% | -0.8% | 17%
14) CCOc1ccc(NC(=O)c2ccc(F)c(S(=O)(=O)N(Cc3ccc(C(=O)OC)cc3)Cc3ccc(OC)c(OC)c3)c2)cc1
→ . | 1% | . | -7% | . | 4% | . | -1.2% | .
15) COc1cccc(N(CC(=O)N2CCOCC2)S(C)(=O)=O)c1
→ i | -12% | ? | -1% | 16% | 6% | . | 0.5% | 9%
16) COc1ccc(Cc2nnc(SCC(=O)Nc3nc(C)cs3)o2)cc1
→ i | -4% | -4% | ? | -4% | -10% | 13% | 0.1% | 0%
17) O=C(COC(=O)CNC(=O)c1ccco1)NCc1ccc(F)cc1
→ i | -1% | 2% | 20% | 2% | 5% | . | -0.1% | 0%
18) CC(C)CCNC(=O)c1onc(CSc2ccc(Cl)cc2)c1C(=O)NCCC(C)C
→ i | -26% | 5% | -2% | 18% | 7% | 5% | 0.2% | -19%
19) COC(=O)C1CCN(C(=O)COC(=O)CCc2nc3ccccc3c(=O)[nH]2)CC1
→ i | 3% | 5% | 9% | ? | -1% | 0% | -0.2% | -1%
20) O=c1[nH][nH]c2nc(C(F)(F)F)cc(C(F)(F)F)c12
→ i | 2% | ? | -4% | 6% | -3% | -6% | -0.2% | -8%

Compounds shown so far that contain four or more nitrogen atoms:
Second line of a record: S2 tox | HepG2 viability | Nrf2 inh | TGFb inhibitor | MCF10A rerep | A549 tox | ATXN2 expr inh | Nrf2 ARE act | EPAC2 antagonist
6) O=C(Nc1ccccc1-c1nnn(CC(=O)N2CCCc3ccccc32)n1)c1ccc(Cl)cc1
→ i | -2% | -6% | -33% | 10% | -8% | -3% | -0.7% | 19%
7) COc1ccc(CN(Cc2cc3ccc(C)cc3[nH]c2=O)Cc2nnnn2C2CCCC2)cc1
→ ? | -4% | ? | -14% | 16% | ? | -11% | 3.2% | -4%
16) COc1ccc(Cc2nnc(SCC(=O)Nc3nc(C)cs3)o2)cc1
→ i | -4% | -4% | ? | -4% | -10% | 13% | 0.1% | 0%

Other structures
Second line of a record: S2 tox | HepG2 viability | Nrf2 inh | TGFb inhibitor | MCF10A rerep | A549 tox | ATXN2 expr inh | Nrf2 ARE act | EPAC2 antagonist
21) COc1cc(C)ccc1OCCOCCOc1ccccc1[N+](=O)[O-]
→ i | -5% | -2% | -10% | 4% | -2% | 21% | 0.7% | -2%
22) CSc1ccc(CNC(=O)Cn2nc(C)c3c(C)n(-c4ccc(C)cc4)nc3c2=O)cc1
→ i | -11% | -17% | -6% | ? | 10% | . | 0.0% | 1%
23) CCOC(Cn1cc([N+](=O)[O-])c(=O)[nH]c1=O)OCC
→ i | -13% | -14% | -4% | 3% | -2% | -5% | -0.2% | 11%
24) COc1ccc(C2(C)NC(=O)N(CC(=O)N(c3ccccc3)C3CCS(=O)(=O)C3)C2=O)cc1 (configuration not stated)
→ i | 1% | 6% | 8% | 1% | -2% | 15% | -1.2% | 16%
25) CCOC(=O)c1ccc(NC(=O)CC2C(=O)N(c3cccc(OC)c3)C(=O)N2Cc2cccnc2)cc1 (configuration not stated)
→ . | -16% | -27% | -16% | . | -10% | . | 0.7% | .
26) Nc1ncc(S(=O)(=O)N2CCN(c3ccccc3)CC2)cn1
→ . | -17% | . | -6% | . | 13% | . | 0.4% | .
27) Cc1cccc(C)c1NC(=O)COn1nnc2ccc(C(F)(F)F)cc21
→ i | 1% | 10% | -1% | 0% | 5% | 24% | -0.5% | 1%
28) O=S(=O)(c1cc(Cl)sc1Cl)N1CCCC1
→ i | 7% | 1% | -8% | -1% | ? | . | -1.1% | -7%
29) Cc1ccccc1CCNC(=O)C1CC(O)CN1C(=O)Nc1ccccc1 (configuration not stated)
→ i | -5% | -3% | 8% | 15% | 1% | -4%[2.22 µM] | 8.4% | 3%
30) CCOc1ccc(-c2c(=O)n(OCc3nc4ccccc4[nH]3)c3ccccc3[n+]2[O-])cc1
→ . | 13% | -5% | 4% | ? | -7% | 9% | 4.4% | -14%
31) Cc1nc2ccccc2nc(C)c1=NOCc1cccc(Cl)c1
→ i | -8% | -14% | 1% | 2% | 0% | 60%[activator] | -1.5% | -25%
32) CCOC(=O)/C=c1\s/c(=C\c2c(OCC)ccc3ccccc23)c(=O)n1CC(=O)NCC1CCCO1 (configuration not stated)
→ i | -16% | 5% | -6% | ? | -12% | -4% | 0.1% | 4%
33) COc1ccc(CN2CCn3ncc(C(=O)Nc4ccccc4)c3C2=O)cc1
→ i | 0% | . | 14% | 7% | 3% | 34% | 2.3% | 2%
34) COc1ccc(OCCN2C(=O)NC3(CCc4ccccc4C3)C2=O)cc1 (configuration not stated)
→ i | -6% | 2% | -9% | -4% | 9% | -9% | 0.2% | -6%
35) CCN1CCCC1CNS(=O)(=O)c1ccc(Br)cc1 (configuration not stated)
→ i | 1% | -4% | 20% | 0% | -1% | ? | -1.0% | 7%
36) CCc1ccc(N2CC(C(=O)Nc3nc4ccc(S(C)(=O)=O)cc4s3)CC2=O)cc1 (configuration not stated)
→ i | -4% | 11% | 3% | 4% | -1% | 4% | -0.3% | -2%
37) COCCNC(=S)N/N=C(\C)c1ccccc1O
→ i | -95% | 1% | 5.6µM* | 4% | -8% | 9% | 10% | 7%
38) COc1ccc(CN(C)C(=O)CCC(=O)N2CCN(S(=O)(=O)c3ccc(Cl)cc3)CC2)c(OC)c1
→ ? | -19% | 12µM* | -30% | 13% | -14% | -21% | -0.7% | -7%
39) CN(CC(=O)Nc1cc(C(F)(F)F)ccc1-n1cncn1)Cc1ccccc1N1CCOCC1
→ ? | 1% | 22% | 13% | 14% | -4% | 0% | 0.5% | -10%
40) O=C(Cn1ccc(C(F)(F)F)n1)N=Nc1c(O)[nH]c2ccccc12
→ i | -4% | ? | -1% | 0% | -3% | -9% | 2.3% | 2%

Values in list order from above:
TGFb inhibitor, entries 21–32 → -10%, -6%, -4%, 8%, -16%, -6%, -1%, -8%, 8%, 4%, 1%, -6%

Continuation:
Second line of a record: S2 tox | HepG2 viability | Nrf2 inh | TGFb inhibitor | MCF10A rerep | A549 tox | ATXN2 expr inh | Nrf2 ARE act | EPAC2 antagonist
41) CCN(CC)CCOC(=O)c1cccc(Br)c1
→ i | -16% | 4% | ? | -7% | 1% | 4% | 0.3% | 12%
42) O=C(N/N=C/c1ccc([N+](=O)[O-])cc1)c1cc(C2CC2)[nH]n1
→ i | -26% | -6% | -21% | -16% | -13% | -12% | 0.1% | -4%
43) Cn1cc(C=O)c2cc(S(=O)(=O)N3CCOCC3)ccc21
→ i | 3% | 0% | 4% | -44%[inhibitor] | 0% | 5% | -0.4% | -1%
44) CCOC(=O)c1c(C)c(C(=O)N2CCN(c3cccc(Cl)c3)CC2)c(C)n1C
→ i | -17% | -18% | 0% | 19% | -21% | -22% | 0.0% | -14%

An excerpt from above in order of heavy-atom count, lowest first.
Second line of a record: S2 tox | HepG2 viability | Nrf2 inh | TGFb inhibitor | MCF10A rerep | A549 tox | ATXN2 expr inh | Nrf2 ARE act | EPAC2 antagonist
41) CCN(CC)CCOC(=O)c1cccc(Br)c1
→ i | -16% | 4% | ? | -7% | 1% | 4% | 0.3% | 12%
42) O=C(N/N=C/c1ccc([N+](=O)[O-])cc1)c1cc(C2CC2)[nH]n1
→ i | -26% | -6% | -21% | -16% | -13% | -12% | 0.1% | -4%
44) CCOC(=O)c1c(C)c(C(=O)N2CCN(c3cccc(Cl)c3)CC2)c(C)n1C
→ i | -17% | -18% | 0% | 19% | -21% | -22% | 0.0% | -14%
38) COc1ccc(CN(C)C(=O)CCC(=O)N2CCN(S(=O)(=O)c3ccc(Cl)cc3)CC2)c(OC)c1
→ ? | -19% | 12µM* | -30% | 13% | -14% | -21% | -0.7% | -7%

An excerpt; rates above refer to the full screens.
